# GAA inh = qHTS Assay for Inhibitors of Human alpha-Glucosidase as a Potential Chaperone Treatment of Pompe Disease; purified human GAA, 4-MU-alpha-glucoside fluorescence; 200,000 compounds, 0.005% hits; Potency, µM (series often up to 76.9 µM), for inactives: at the top dose activity change, negative = inhibition, usual class: inhibitors;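 note: plate controls were uninhibited enzyme wells for no effect and no-enzyme background for full effect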
#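 Human enzyme at 4 nM with 400 uM 4-methylumbelliferyl-alpha-D-pyranoside, citrate/phosphate buffer pH 5.0, 0.005% Tween-20, 20 min at room temperature. Compounds up to 77 uM. 4-MU fluorescence (Ex 365/Em 440) read after NaOH/glycine stop; AC50 from Hill fit.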
# Tau fluor cs = Counterscreen qHTS for Inhibitors of Tau Fibril Formation, Fluorescence Polarization; AID 1463, 2008; 280,000 compounds, 0.93% hits; tau K18 P301L Alexa594 fluorescence, heparin fibrillization; Potency, µM (doses to about 57.7 µM), for inactives: at the top dose activity change, negative = decrease; note: % is set by controls: 0 for no effect and ±100 for the full control effect; nearly all actives have a fitted effect of over 55% in size
#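 Human tau K18 P301L (15 uM unlabeled, 0.24 uM Alexa 594-labeled) in 100 mM sodium acetate pH 7 with 20 uM heparin, 6 hr at 37 C. ThT 30 uM added, 1 hr ambient; Alexa 594 FP and total fluorescence read at 555/632 nm.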
# aGlu spleen mod = qHTS Assay for Inhibitors and Activators of Human alpha-Glucosidase From Spleen Homogenate. Potency, µM (top dose mostly 79.9 µM), inactives show top-dose activity change, negative = inhibition, most hits filed as inhibitors. 240,000 compounds, 0.006% hits. Lysosomal alpha-glucosidase (Homo sapiens), P10253. human spleen homogenate, 4-MU-alpha-glucoside fluorescence;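 note: 0% = enzyme with vehicle and -100% = no enzyme basal signal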
#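 Human spleen homogenate (1 ug) incubated with compounds and 1 mM 4-methylumbelliferyl-alpha-D-glucopyranoside in pH 5.0 citrate/phosphate buffer, 37 C, 40 min. Stopped at pH 10; 4-MU fluorescence (Ex 365/Em 440 nm); AC50 by Hill fit.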
# GLA spleen mod = qHTS Assay for Inhibitors and Activators of Human alpha-Galactosidase From Spleen Homogenate. Alpha-galactosidase A (Homo sapiens), P06280. human spleen homogenate, 4MU-alpha-Gal fluorescence, 40 min. Potency, µM (series often up to 80 µM), for inactives: top-dose activity change, negative = inhibition, actives largely listed as inhibitors. 240,000 compounds, 0.008% hits. AID 2107, 2009;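 note: 0% = enzyme with vehicle and -100% = no enzyme basal signal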
# Target sequence (P06280 32-429 limits assumed): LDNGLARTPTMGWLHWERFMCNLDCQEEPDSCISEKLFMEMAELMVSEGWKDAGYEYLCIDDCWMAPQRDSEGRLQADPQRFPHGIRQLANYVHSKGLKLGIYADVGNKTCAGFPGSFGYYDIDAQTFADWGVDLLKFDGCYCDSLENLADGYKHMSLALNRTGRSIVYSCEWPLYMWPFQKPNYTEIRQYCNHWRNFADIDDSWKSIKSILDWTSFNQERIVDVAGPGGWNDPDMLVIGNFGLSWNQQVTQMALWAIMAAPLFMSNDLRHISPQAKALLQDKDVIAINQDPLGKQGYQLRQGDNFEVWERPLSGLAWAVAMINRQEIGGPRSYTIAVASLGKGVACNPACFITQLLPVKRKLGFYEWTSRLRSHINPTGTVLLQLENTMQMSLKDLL
#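 Fluorogenic readout (Ex 365/Em 440 nm) of 4-methylumbelliferone released from 1 mM 4-MU-alpha-galactoside by spleen homogenate, 40 min at 37C, pH 5.0. Data normalized to no-enzyme and enzyme controls; Hill-equation AC50 from compound titrations.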
# GAA glycogen mod = qHTS Assay for Inhibitors and Activators of Human alpha-Glucosidase Cleavage of Glycogen; 300,000 compounds, 0.38% hits; Potency, µM (titrated, usually from 76.4 µM), without a hit: at the top dose activity change, negative = inhibition, actives largely listed as inhibitors; recombinant GAA, glycogen substrate, Amplex Red glucose oxidase fluorescence; AID 2100, 2009; Lysosomal alpha-glucosidase (Homo sapiens), P10253;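 note: 0% = full enzyme reaction and -100% = no-enzyme basal signal; the screen sought inhibitors and activators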
#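 Natural-substrate format: glycogen cleavage by 4 nM human enzyme, glucose read by Amplex Red coupling (Ex 573, Em 610 nm). Normalized to enzyme and no-enzyme controls.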
# HTT ATP protect = qHTS Multiplex Assay to Identify Dual Action Probes in a Cell Model of Huntington: Cytoprotection (ATP); PC12 HTT-Q103 induced, cytoprotection, ATP luminescence, 40 h; 230,000 compounds, 0.14% hits; Potency, µM (top dose mostly 56.4 µM), for the others: cytoprotection (ATP increase), hits mostly activators;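 note: % of control where 0% means no effect; nearly all actives have a fitted effect of over 45% in size; toxic huntingtin expression switched on by the ecdysone agonist tebufenozide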
#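 Huntington model: PC12 line, ecdysone-inducible HTTQ103 exon1–GFP, tebufenozide 100 nM. Test articles in a dose series. Endpoint luminescence from cellular ATP.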
# Tau FP inhib = qHTS for Inhibitors of Tau Fibril Formation, Fluorescence Polarization; Microtubule-associated protein tau (Homo sapiens), P10636; K18 P301L tau heparin fibrillization, Alexa594 FP, 6 h; Potency, µM (top dose mostly 57.7 µM), for inactives: at the highest dose activity, negative = inhibition, usual class: inhibitors; 280,000 compounds, 0.39% hits; AID 1468, 2008; note: % is set by controls: 0 for no effect and ±100 for the full control effect; nearly all actives have a fitted effect of over 55% in size
# Target sequence (P10636 561-689 P618L limits assumed): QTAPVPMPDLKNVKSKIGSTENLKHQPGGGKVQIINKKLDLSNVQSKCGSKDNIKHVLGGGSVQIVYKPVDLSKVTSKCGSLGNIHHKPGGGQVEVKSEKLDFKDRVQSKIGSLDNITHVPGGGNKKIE
#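 Read-out: fluorescence polarization of Alexa 594-labeled tau (0.24 uM), 555 nm excitation, 632 nm emission. Mixtures held 15 uM unlabeled K18 P301L, compound and 20 uM heparin, pH 7 acetate buffer, incubated 6 hr at 37 C.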
# Tau fibril ThT = qHTS for Inhibitors of Tau Fibril Formation, Thioflavin T Binding | Potency, µM (doses to about 57.4 µM), inactives show at the top dose activity, negative = inhibition, actives largely listed as inhibitors | Microtubule-associated protein tau (Homo sapiens), P10636 | AID 1460, 2008 | recombinant tau K18 P301L (four-repeat tau fragment), heparin-induced fibrillization, ThT fluorescence | 270,000 compounds, 2.1% hits; note: % is set by controls: 0 for no effect and ±100 for the full control effect; nearly all actives have a fitted effect of over 55% in size
#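 K18 P301L tau (15 uM + 0.24 uM Alexa 594-tagged), heparin 20 uM, NaOAc pH 7, 6 h 37 C; ThT 30 uM, 1 h RT, ex 450/em 510 nm.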
# Numbers without * were called inactive; ? = inconclusive; . = no result given; [ ] = another dose, or the depositor's remark. Calls come from the whole dose curve; as a rule, active = well fitted curve in the direction sought with a large enough effect; inconclusive = small, poorly fitted or top-dose-only effect, or another doubt; inactive = no such curve, though single readings can be large; an effect the other way counts as inactive or inconclusive. Potency is the fitted concentration of half-maximal effect.
1	Cc1ccc(S(=O)(=O)N[C@H]2COC(=O)[C@H](C)COC(=O)[C@H](C)NC(=O)C/C=C\[C@H]2C)cc1
2	CCOC(=O)c1c(NC(=S)N2CCCCC2)sc2c1CCN(C(=O)OCC)C2
3	COC(=O)c1nc(N)sc1C
4	c1ccc(-c2nnc(SCCC3OCCCO3)o2)cc1
5	Cc1cc(/C=C(\C#N)C(=O)Nc2ccccc2F)c(C)[nH]1
6	CC(=O)c1cnc(SCc2ccc(Cl)cc2)nc1C
entry no.,1,2,3,4,5,6
Tau FP inhib,-1.8%[11.6 µM],0.9%,-6.6%,3.3%,-12.1%,-3.5%
Tau fibril ThT,0.9%[11.5 µM],?,-0.5%,-2.8%,?,-8.4%
Tau fluor cs,0.0%[11.6 µM],-11.3%,-2.3%,-0.9%,-20.2%,-16.3%
GLA spleen mod,-2.6%[17.5 µM],-2.3%,4.0%,-13.0%,5.2%,-2.3%
GAA inh,.,.,9.0%,3.4%,7.9%,5.5%
HTT ATP protect,-4.8%[10 µM],-16.4%[10 µM],-28.6%[1.9 µM],-90.3%[inhibitor],4.6%[10 µM],-21.3%[1.9 µM]
GAA glycogen mod,.,-4.8%,-4.6%,2.0%,1.6%,-12.0%
aGlu spleen mod,-2.6%[17.4 µM],1.2%,11.8%,-9.5%,0.1%,-14.1%

7	CCn1c(=O)cc(OCC(=O)N2CCN(C(=O)c3ccco3)CC2)c2ccccc21
8	O=C(CCN1CCCCCC1)c1ccccc1
9	COc1cccc(C2NC(CC(C)C)(C(=O)O)C3C(=O)N(Cc4ccccc4)C(=O)C23)c1O (stereo not drawn)
10	CCOc1nc(SCCOc2ccc(Cl)cc2Cl)nc(N(C)C)n1
11	CNS(=O)(=O)c1cccc(C(=O)Nc2cccnc2)c1
12	CC(C)NC(=O)CSc1nnc2sc3ccccc3n12
entry no.,7,8,9,10,11,12
Tau FP inhib,?,1.0%,4.2%,-5.3%,?,-8.3%
Tau fibril ThT,2.9%,-9.2%,-13.0%,-17.6%,-9.9%,-8.3%
Tau fluor cs,16.7%,-2.2%,-4.1%,-19.1%,-7.0%,-8.2%
GLA spleen mod,-1.1%,5.8%,-1.0%,-2.7%,-13.9%,1.8%
GAA inh,-4.5%,-4.0%,-1.5%,-10.0%,-1.9%,3.8%
HTT ATP protect,-6.8%,3.6%[1.9 µM],9.9%,.,7.8%,-6.8%[10 µM]
GAA glycogen mod,6.7%,-0.9%,?,-0.6%,4.6%,3.3%
aGlu spleen mod,2.5%,2.6%,-18.4%,-22.2%,-4.6%,-9.4%

13	CCCc1nnc(NC(=O)c2cccnc2)s1
14	CCOc1ccc(C(=O)Nc2ccccc2NC(C)=O)cc1OCC
15	CCOC(=O)N1CCC(NS(=O)(=O)c2ccc3c(c2)CCN3C(C)=O)CC1
16	Cc1ccc(N2CC3=C(C2=O)C(c2ccccc2)NC(=O)N3C)cc1 (stereo not drawn)
17	O=C(NCc1ccco1)c1cccc(F)c1
18	CCOC(=O)C(CC)(CCC(=O)O)c1csc(Nc2ccc(C)cc2)n1 (stereo not drawn)
entry no.,13,14,15,16,17,18
Tau FP inhib,1.3%,1.3%,8.1%,?,6.4%,9.6%
Tau fibril ThT,3.7%,3.3%,-6.5%,-7.6%,-0.1%,-6.6%
Tau fluor cs,0.2%,2.8%,-2.2%,-12.7%,4.4%,-5.4%
GLA spleen mod,7.2%,6.3%,-1.7%,-3.6%,-17.3%,10.9%
GAA inh,.,-0.2%,2.6%,-8.7%,2.0%,?
HTT ATP protect,8.9%[10 µM],.,9.7%,-0.9%,2.4%,-3.5%[10 µM]
GAA glycogen mod,-4.9%,-3.8%,-1.0%,17.1%,6.3%,?
aGlu spleen mod,-0.6%,3.6%,1.8%,-8.9%,-4.5%,?

19	CCOC(=O)C(C(=O)Nc1nc2ccccc2s1)C1CCCCC1 (stereo not drawn)
20	COc1ccc(S(=O)(=O)N2CCOCC2)cc1NC(=O)Cc1ccc(Cl)c(Cl)c1
21	O=C(Nc1cc(F)ccc1F)c1ccc(CN2CC(=O)N3CCCCC3C2=O)cc1 (stereo not drawn)
22	S=C1SCN(Cc2ccco2)CN1Cc1ccco1
23	O=C(CSc1ccccc1)N1CCN(c2ccccn2)CC1
24	O=C(NCC(=O)N(c1ccccc1F)C(C(=O)NCC1CCCO1)c1ccccc1)c1ccco1 (stereo not drawn)
entry no.,19,20,21,22,23,24
Tau FP inhib,-6.6%,1.5%,-4.5%,-11.5%,0.6%,-2.8%
Tau fibril ThT,-7.8%,5.5%,-14.9%,?,-11.1%,-0.6%
Tau fluor cs,-23.2%,4.3%,-17.9%,-20.2%,-9.2%,-5.1%
GLA spleen mod,-2.1%,-1.9%,.,11.0%,7.0%,7.7%
GAA inh,?,1.0%,.,.,-1.1%,-0.6%
HTT ATP protect,19.1%,-12.0%[10 µM],.,-66.9%[inhibitor][10 µM],.,-2.6%
GAA glycogen mod,7.4%,-3.7%,-2.1%[76.3 µM],?,-15.6%,3.0%
aGlu spleen mod,-3.5%,-3.2%,.,-0.5%,4.0%,1.5%

25	CN(C)c1ccc(NC(=O)c2cccc(C(=O)Nc3ccc(N(C)C)cc3)n2)cc1
26	COc1ncccc1-c1nnn(-c2ccc(Cl)nc2)n1
27	COc1ccc(C(=O)NCc2nnc(SCC(=O)Nc3nc4ccccc4s3)o2)cc1
28	CCC1OC23CCCCC2C(C#N)(C(=N)O3)C1(C#N)C#N (stereo not drawn)
29	COc1ccc(N/C(C)=C/C(=S)Nc2ccccc2)cc1
30	COc1ccc(OC)c(C(=O)COC(=O)c2ccccc2O)c1
entry no.,25,26,27,28,29,30
Tau FP inhib,6.3%,-8.3%,-6.7%,?,-0.1%,-7.0%
Tau fibril ThT,15.8µM*,-10.1%,-2.3%,?,?,-9.9%
Tau fluor cs,?,-12.8%,1.0%,-18.1%,-25.5%,?
GLA spleen mod,-7.2%,3.0%,-7.7%,?,0.3%,2.4%
GAA inh,?,.,5.2%,?,-21.9%,2.6%
HTT ATP protect,23.7%[10 µM],-1.8%[10 µM],.,-11.1%,18.1%[1.9 µM],1.6%
GAA glycogen mod,16.7%,-9.2%,5.8%,6.2%,-17.9%,4.2%
aGlu spleen mod,-2.8%,1.2%,-3.7%,19.0%,-0.1%,1.4%

31	COc1cccc(NC(=O)COC(=O)c2c(F)cccc2F)c1
32	Cn1cc(Cl)c(C(=O)NC(=S)Nc2sc3c(c2C#N)CCCCC3)n1
33	Cc1ccc2c(C)nc(Nc3nc(CSc4nc5ccccc5[nH]4)cc(=O)[nH]3)nc2c1
34	COC(=O)N[C@@H](/C=C/c1ccccc1)[C@@H](C)[N+](=O)[O-]
35	NC(=O)C1CCN(C(=O)Cn2c(-c3cccs3)cc3ccccc32)CC1
36	O=C(/C=C/c1ccc(F)cc1)N1CC[C@@]2(O)CCCC[C@H]2C1
entry no.,31,32,33,34,35,36
Tau FP inhib,10.9%,0.8%,-8.1%,-5.2%,0.4%,-3.0%
Tau fibril ThT,-6.8%,?,?,-3.2%,-10.7%,-5.9%
Tau fluor cs,-5.7%,-13.9%,-6.6%,-3.0%,-10.9%,-7.2%
GLA spleen mod,2.8%,0.5%,7.5%,14.5%,.,4.5%
GAA inh,-5.5%,0.8%,-4.5%,.,.,-4.1%[15.4 µM]
HTT ATP protect,11.2%[10 µM],-1.4%[10 µM],-95.1%[inhibitor],?,.,13.4%[10 µM]
GAA glycogen mod,10.2%,-12.9%,1.2%,.,-5.8%[76.3 µM],-1.5%
aGlu spleen mod,4.9%,1.5%,2.9%,-3.8%,.,-11.2%

37	Cc1ccccc1OCCn1cc(C(=O)c2ccco2)c2ccccc21
38	COc1ccc2c(c1)NC(c1ccc(N(C)C)cc1)c1cccn1-2 (stereo not drawn)
39	COc1ccc(O)c(C(=O)CC(=O)c2ccccc2)c1
40	Cc1ccc(C(=O)COc2ccc3ccc(=O)oc3c2)cc1
41	CC1CCC(C(C)C)C(OCC(O)CN2CCN(Cc3ccccc3)CC2)C1 (stereo not drawn)
42	Cc1ccc(N2CCN(c3cc(C)nc4nc(C)nn34)CC2)c(C)c1
43	Cc1nc(CCNC(=O)CC2C(=O)NCCN2Cc2ccc(F)cc2)sc1C (stereo not drawn)
entry no.,37,38,39,40,41,42,43
Tau FP inhib,?,-2.6%,-1.3%,-7.6%,12.0%,-3.4%,-14.2%
Tau fibril ThT,-9.2%,?,?,.,-9.5%,-10.1%,-18.0%
Tau fluor cs,?,?,-16.2%,-12.0%,-1.8%,-6.3%,-8.7%
GLA spleen mod,.,?,3.6%,-0.7%,-7.4%,-6.3%,0.0%
GAA inh,.,14.5%[15.4 µM],-1.3%,.,-12.5%,4.6%,4.6%
HTT ATP protect,.,-5.5%[10 µM],-115.5%[inhibitor],9.1%[10 µM],-24.7%,10.5%,-5.7%
GAA glycogen mod,6.0%[76.3 µM],?,-14.0%,2.1%,-8.6%,0.4%,5.2%
aGlu spleen mod,.,28.9%,-5.3%,-2.4%,4.0%,4.0%,-8.0%

# Some entries already given, showing only Tau fibril ThT.
no.	canonical_smiles	Tau fibril ThT
12	CC(C)NC(=O)CSc1nnc2sc3ccccc3n12	-8.3%
38	COc1ccc2c(c1)NC(c1ccc(N(C)C)cc1)c1cccn1-2 (stereo not drawn)	?
4	c1ccc(-c2nnc(SCCC3OCCCO3)o2)cc1	-2.8%
